NR1D1 modulator = modulates human Rev-erb alpha binding to DNA | P20393 | Rev-erbα–FITC-DNA binding, fluorescence polarization, 90 min | activity, % at 10 µM | 370,000 tested, 0.79% active;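 active = activity above about 14%, limit read from the data; passing the limit was not always enough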;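 also: 0% = DMSO wells with 35 nM protein and 100% = DMSO wells with 750 nM protein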
TDP2 absorb = blocks human TDP2 phosphodiesterase activity; O95551; inhibition, % at 12.8 µM; AID 720702; 370,000 tested, 0.34% active; recombinant TDP2, T5PNP hydrolysis, p-nitrophenol absorbance 415 nm;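 active = inhibition above the mean of all tested compounds plus 3 SD, set per campaign, cut at about 25% in these data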;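 also: 0% = DMSO with enzyme and 100% = buffer with substrate but no TDP2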
Target sequence (O95551 whole entry, looked up): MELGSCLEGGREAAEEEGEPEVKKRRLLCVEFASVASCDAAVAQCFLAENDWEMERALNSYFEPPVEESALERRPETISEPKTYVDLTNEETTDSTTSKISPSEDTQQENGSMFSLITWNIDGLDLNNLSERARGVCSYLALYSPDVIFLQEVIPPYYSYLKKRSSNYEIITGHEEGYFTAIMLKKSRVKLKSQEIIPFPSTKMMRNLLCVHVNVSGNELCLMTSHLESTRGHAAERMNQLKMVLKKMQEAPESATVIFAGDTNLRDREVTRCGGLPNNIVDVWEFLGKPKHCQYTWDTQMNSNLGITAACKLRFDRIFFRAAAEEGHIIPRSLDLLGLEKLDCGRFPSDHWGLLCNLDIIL
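System – recombinant human TDP2 · Quantity – TDP2 enzyme at 120 nM final · Doses – single concentration, 12.8 µM nominal, with 1% DMSO · Incubation – 2 h at 37 °C · Measured by – epi absorbance of p-nitrophenol freed from T5PNP by hydrolysis · Read-out – % inhibition relative to enzyme-containing and enzyme-free wells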
PRMT1 FP inh = inhibitors of human PRMT1; recombinant PRMT1, activity-based probe fluorescence polarization; inhibition, % at 2.79 µM; 370,000 tested, 1.3% active;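 active = inhibition above about 21% made by adding two undisclosed values, limit read from the data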
Target sequence (Q99873 whole entry, looked up): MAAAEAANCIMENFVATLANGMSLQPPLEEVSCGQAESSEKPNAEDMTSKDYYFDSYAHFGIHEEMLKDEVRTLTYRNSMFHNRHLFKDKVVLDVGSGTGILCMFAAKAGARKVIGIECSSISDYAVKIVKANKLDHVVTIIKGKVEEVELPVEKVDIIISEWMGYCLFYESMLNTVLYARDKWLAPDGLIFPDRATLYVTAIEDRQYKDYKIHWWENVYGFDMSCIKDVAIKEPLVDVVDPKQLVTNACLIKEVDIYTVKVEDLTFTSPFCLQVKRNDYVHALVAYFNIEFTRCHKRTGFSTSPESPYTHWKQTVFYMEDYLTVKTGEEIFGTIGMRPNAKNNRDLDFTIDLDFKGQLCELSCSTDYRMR
TCR CD3 inh = inhibitors of human TCR-CD3 interaction | TAMRA-labeled TCR probe fluorescence, biochemical | 360,000 tested, 0.37% active | inhibition, % at 9.4 µM; in the data active = inhibition above about 19%;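 also: recombinant mutant TCR 2C K166C tagged with TAMRA read by polarization; 0% = receptor in buffer alone and 100% = receptor with positive control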
mABHD4 FP = inhibitors of mouse ABHD4 | Q8VD66 | purified mABHD4, FP-Rh probe fluorescence polarization | inhibition, % at 8.92 µM | 370,000 tested, 0.54% active | AID 720543;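 active = inhibition exceeding the mean over every tested compound plus 3 SD, cut at about 30% in these data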;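 also: 0% = plate median of compound wells and 100% = S159A mutant with DMSO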
Target sequence (Q8VD66 whole entry, looked up): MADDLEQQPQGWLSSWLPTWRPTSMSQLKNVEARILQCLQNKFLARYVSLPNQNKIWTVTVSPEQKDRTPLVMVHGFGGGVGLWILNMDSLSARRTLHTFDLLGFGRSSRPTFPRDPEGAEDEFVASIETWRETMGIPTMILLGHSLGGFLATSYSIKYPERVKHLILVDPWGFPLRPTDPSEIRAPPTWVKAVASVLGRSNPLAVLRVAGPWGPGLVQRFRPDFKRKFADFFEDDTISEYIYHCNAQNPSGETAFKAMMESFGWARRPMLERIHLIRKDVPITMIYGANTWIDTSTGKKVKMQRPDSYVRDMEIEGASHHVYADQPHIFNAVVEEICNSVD
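assay system = mABHD4 protein | compound dosing = single nominal dose of 8.92 µM, 0.89% DMSO final | read-out basis = percent inhibition of probe binding, normalized to plate controls | schedule = Enzyme–compound pre-incubation 45 min, then probe 60 min, both 25 °C | detection = fluorescence polarization, excitation 525 nm, emission 598 nm, BODIPY TMR filters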
LEDGF integ inh = blocks HIV-1 LEDGF/p75-dependent DNA integration; AID 743269; TR-FRET IN-LEDGF/p75 DNA integration, Eu/Cy5; inhibition, % at 3.7 µM; 370,000 tested, 0.64% active;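 active = inhibition above the screen-wide mean plus 3 SD, cut at about 13% in these data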;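 also: signal is the Cy5 over europium emission ratio at 671 and 618 nm; 0% = plate median of compound wells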
SIAE primary = blocks human sialic acid acetylesterase. SIAE FP-Rh probe binding, fluorescence polarization. inhibition, % at 9.66 µM. 370,000 tested, 0.69% active. AID 1053197;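 active = inhibition above a cutoff: mean of compounds within the control limits plus 3 SD of those, cut at about 17% in these data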;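 also: 0% = plate median of compound wells and 100% = probe without SIAE protein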
PG9 Ab binder = PG9 antibody binding by small molecule; inhibition, % at 6.7 µM; TR-FRET gp120-PG9 antibody binding; 360,000 tested, 0.43% active; AID 624416; in the data active = inhibition above about 8.5%
rCAG binder = molecules binding r(CAG) RNA repeats. 370,000 tested, 1.3% active. r(CAG) RNA repeat, TO-PRO-1 dye displacement fluorescence. AID 651821. inhibition, % at 3 µM;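 active = inhibition above the plate cutoff, the mean of all test compounds on that plate plus 3 SD, cut at about 35% in these data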;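 also: 0% = DMSO alone and 100% = 100 µM mitoxantrone as full dye displacement; higher means more dye released from RNA so lower well fluorescence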
HTRA1 inh = blocks human HTRA1 serine peptidase; recombinant HTRA1, FP-rhodamine activity-based probe, fluorescence polarization; inhibition, % at 5.96 µM; 340,000 tested, 0.5% active; in the data active = inhibition above about 36%;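 also: 0% = enzyme with DMSO and 100% = wells lacking enzyme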
An asterisk follows results filed as active; x = no result given. Not all compounds are listed, so the mix of outcomes need not match the whole.

compound | HTRA1 inh | NR1D1 modulator | SIAE primary | TCR CD3 inh | LEDGF integ inh | mABHD4 FP | PG9 Ab binder | rCAG binder | TDP2 absorb | PRMT1 FP inh
CCCCn1c(N)c(N(CCOC)C(=O)c2cc(S(=O)(=O)N3CCOCC3)ccc2F)c(=O)[nH]c1=O | 3.6 | 2.1 | 6.4 | -6.4 | 2.7 | -4.6 | 0.6 | 1.0 | 3.0 | -1.8
COCCCNC(=O)c1ccc(Cn2c(=O)c3ccccc3n(Cc3ccc(Br)cc3)c2=O)cc1 | x | 4.6 | -3.1 | x | -0.9 | 0.0 | x | 8.8 | -2.9 | 0.6
FC(F)(F)c1cccc(NCc2n[nH]c(=S)n2C2CCCCC2)c1 | -8.5 | 3.0 | 2.5 | 4.6 | 2.5 | -4.3 | -0.5 | -6.1 | -10.5 | 7.4
CC(c1ccccc1)n1cc(C(=O)NCc2cccnc2)nn1 (stereo unspecified) | 3.0 | 4.9 | -4.7 | -5.3 | 1.9 | -2.9 | 0.8 | -4.5 | 1.3 | 1.4
O=C1c2ccccc2C(=O)N1CCCc1nc(-c2ccc(Cl)cc2)no1 | -7.2 | 3.8 | 1.9 | -5.7 | 6.0 | -5.8 | 0.8 | -0.9 | -1.6 | 4.5
CCSc1cnc(-c2ccccc2)n1CC | -5.8 | 0.9 | -3.7 | 0.8 | 0.3 | -4.0 | -2.3 | -3.4 | 1.8 | 2.6
COc1ccc(C)cc1NC(=O)C(OC(=O)c1cnccn1)c1ccccc1 (stereo unspecified) | 1.7 | 3.8 | 2.7 | 1.3 | 2.8 | -8.4 | -1.2 | -3.0 | -11.5 | -2.0
CCCCCC(=O)O/N=C(\C)c1ccn(S(=O)(=O)c2ccccc2)c1 | -19.8 | 3.9 | -1.5 | -1.0 | -0.2 | -4.8 | 1.5 | -7.4 | 16.5 | -1.0
O=C(NCCc1ccccc1)/C(=C\c1ccc([N+](=O)[O-])cc1)NC(=O)c1ccccc1 | 2.3 | -0.9 | -4.2 | -6.3 | 0.5 | 5.5 | 0.8 | 1.4 | 7.5 | 1.9
C[C@@H]1CCCCO[C@@H](CN(C)S(=O)(=O)c2ccc(Cl)cc2)[C@@H](C)CN([C@H](C)CO)C(=O)c2cc(N(C)C)ccc2O1 | -0.9 | 2.0 | 5.8 | 0.0 | -6.2 | 0.1 | 0.6 | 3.4 | -3.6 | -8.2
COc1cc(-c2nccc3cc4c(cc23)OCO4)cc(OC)c1OC | 9.6 | 7.3 | 7.2 | 6.7 | 3.9 | 1.3 | 0.5 | 0.0 | -3.4 | -2.5
Cc1cc2ncn(-c3ncnc4sc(C)c(C)c34)c2cc1C | -5.8 | 7.8 | 2.6 | 1.5 | -7.6 | -8.7 | 2.4 | -1.0 | -6.5 | -2.6

Following part:
compound | HTRA1 inh | NR1D1 modulator | SIAE primary | TCR CD3 inh | LEDGF integ inh | mABHD4 FP | PG9 Ab binder | rCAG binder | TDP2 absorb | PRMT1 FP inh
CCN1CCN(S(=O)(=O)c2cc(OC)c(Cl)cc2OC)CC1 | -1.6 | 2.0 | 0.2 | -2.4 | 1.0 | 2.5 | -0.2 | 0.8 | -7.9 | 0.1
OCC1(Cc2ccccc2)CCCN(Cc2cn[nH]c2-c2ccccc2)C1 (stereo unspecified) | 1.7 | 1.1 | -6.9 | -3.5 | -7.0 | -5.8 | -1.8 | -2.8 | 3.9 | 0.1
CC(C)=CC1C(C(=O)Nc2ccc(S(=O)(=O)N3CCOCC3)cc2)C1(C)C (stereo unspecified) | -15.6 | -9.9 | -8.2 | -1.6 | 2.1 | -8.8 | -1.2 | 4.2 | -1.4 | -0.4
COc1ccc(NC(=O)CSc2nnc(Cc3cccn3C)n2-c2ccc(F)cc2)cc1 | -4.1 | -0.7 | 4.4 | 3.1 | -0.8 | 3.7 | -1.5 | 3.6 | 1.9 | 3.4
Cc1nnc2c3ccccc3c(Cl)nn12 | 2.6 | 0.4 | 3.0 | 0.1 | 1.6 | 6.2 | 0.0 | -7.8 | 8.6 | -4.1
Fc1cccc(/C=N/Nc2nncc3ccccc23)c1 | 4.0 | -4.1 | 8.7 | 5.6 | 1.3 | -1.6 | -1.4 | -0.9 | 15.8 | 2.2
O=C(O)CCc1ccc(-c2ccc(F)cc2)n1CCC(=O)O | -2.9 | 4.2 | 7.0 | 2.3 | -3.3 | 10.4 | -0.7 | 3.0 | -5.1 | 5.8
CC1CCN(C(=O)CN(c2cccc(F)c2)S(C)(=O)=O)CC1 | 5.3 | -2.0 | 4.0 | 0.8 | -0.3 | 0.6 | -3.3 | -3.3 | 7.8 | -2.9
CCC(C(=O)OCC(=O)Nc1cc(C)ccc1OC)c1ccccc1 (stereo unspecified) | 11.9 | 6.6 | 5.3 | 0.0 | 2.1 | -3.8 | -4.8 | -1.4 | -6.3 | 1.6
Cc1ccc2c(c1)N(C(C)C(=O)NCc1ccc3c(c1)OCO3)C(=O)CO2 (stereo unspecified) | -2.3 | -0.1 | -0.9 | -1.9 | -3.2 | -2.7 | 0.4 | -7.5 | 7.7 | 1.6
CSc1cccc(NC(=O)C2CCCN2S(=O)(=O)c2ccc3c(c2)CCC(=O)N3)c1 (stereo unspecified) | 0.0 | -2.1 | 4.3 | -0.8 | -1.4 | 7.0 | 1.5 | 8.1 | -3.6 | 4.9
COCCNC(=S)N1CCC(C(=O)c2ccc(Cl)cc2)CC1 | 1.0 | -6.1 | 0.7 | 8.9 | -1.3 | -0.9 | -0.4 | -1.3 | 3.3 | -3.7

New compounds follow.
compound | HTRA1 inh | NR1D1 modulator | SIAE primary | TCR CD3 inh | LEDGF integ inh | mABHD4 FP | PG9 Ab binder | rCAG binder | TDP2 absorb | PRMT1 FP inh
CCN(CC)CCCNC(=O)c1cn(CC)c2cc(N3CCN(C(=O)c4ccco4)CC3)c(F)cc2c1=O | 7.5 | -2.4 | 6.3 | -3.0 | -4.7 | 0.7 | -0.5 | -4.3 | -0.7 | 2.7
C=CC[C@@H](CC(=O)N[C@@H](CO)Cc1ccccc1)C(=O)NC[C@@H](OC(=O)[C@@H](CC=C)CC(=O)OC(C)(C)C)c1ccccc1 | 0.8 | -1.2 | -2.1 | -1.1 | -0.6 | 1.6 | 1.0 | -3.1 | -3.1 | 0.1
CCC(=O)N1CCc2cc(Br)c(S(=O)(=O)NCCN3CCCCC3CC)cc21 (stereo unspecified) | -7.2 | -3.7 | -1.6 | 0.3 | -0.9 | 1.1 | 2.0 | 7.7 | -0.8 | 2.1
CCCCNC(=O)Nc1ccccn1 | 0.0 | -3.3 | -0.7 | -10.3 | 0.4 | -14.3 | 1.3 | 3.8 | -12.2 | 3.8
C[C@H](CO)N1C[C@H](C)[C@@H](CN(C)C(=O)Nc2ccc(F)cc2)Oc2ncc(-c3ccc(F)cc3)cc2C1=O | -22.1 | -9.8 | -0.5 | -0.3 | -0.5 | 0.7 | 0.2 | 2.4 | 7.0 | 6.2
Cc1nc2ccccc2c(=O)n1NC(=O)c1cccnc1Cl | 1.7 | -0.7 | 3.4 | 3.3 | 4.3 | -3.8 | -3.0 | -0.6 | -0.8 | -1.5
Cn1c(SCC(=O)NCC2CCCO2)ncc(C(=O)Nc2ccc(F)cc2)c1=O (stereo unspecified) | -3.1 | 0.3 | 0.0 | 0.7 | -3.6 | -0.4 | -0.1 | -3.2 | 3.2 | 3.8
Cc1ccc(N(CC(=O)NC2CCC(C)CC2)S(=O)(=O)c2cccnc2)cc1 (stereo unspecified) | -0.4 | -2.2 | -14.1 | 0.2 | 3.5 | -9.2 | 0.7 | 0.8 | -18.3 | -3.8
O=c1c2ccccc2c2ccccc2c(=O)n1Cc1ccco1 | 7.0 | -1.1 | 0.7 | 5.0 | 1.4 | -0.2 | 0.8 | -0.7 | -0.9 | -0.1
COc1cccc(C2N(c3cccc(Cl)c3)C(=O)C3CCCN32)c1OC (stereo unspecified) | 2.6 | -1.5 | -0.3 | -7.0 | -6.1 | -0.1 | -1.4 | 1.8 | 2.2 | 2.3
Cn1nnnc1SCC(=O)N1CCCc2ccccc21 | 6.4 | -1.4 | -3.2 | -5.8 | 1.1 | -1.6 | -2.8 | -2.6 | 10.0 | -0.2
O=C1CNC(=O)/C(=C/c2cccs2)N1 | -5.8 | -0.4 | 6.4 | 6.2 | 0.1 | -1.4 | -3.6 | -1.1 | -1.6 | 3.9

Other results.
compound | HTRA1 inh | NR1D1 modulator | SIAE primary | TCR CD3 inh | LEDGF integ inh | mABHD4 FP | PG9 Ab binder | rCAG binder | TDP2 absorb | PRMT1 FP inh
CC(=O)NC(C)(c1ccccc1)c1nc(-c2cccc(F)c2)cs1 (stereo unspecified) | x | 1.5 | -4.0 | 0.3 | -0.4 | -5.3 | 1.3 | 2.2 | 8.4 | -6.8
O=C(c1ccc(Br)cc1)N1CCN(c2ccccn2)CC1 | 0.0 | -3.1 | 13.8 | 0.9 | 3.2 | -0.8 | -1.1 | 21.5 | 6.3 | -2.4
Cc1ccnc(NC(=O)C(C)n2cc([N+](=O)[O-])cn2)c1 (stereo unspecified) | 5.3 | 0.1 | -2.0 | 1.9 | -1.7 | 5.3 | 0.4 | 1.1 | 3.5 | 1.6
Cc1onc(-c2ccccc2Cl)c1C(=O)NCc1ccccc1 | 1.5 | -5.3 | 3.6 | -1.6 | -3.0 | -2.0 | 0.1 | -3.5 | -12.6 | 2.3
O=C(Nc1nc(-c2ccc(Oc3ccccc3)cc2)cs1)C1=COCCO1 | -45.7 | -1.7 | -6.9 | 6.6 | 0.0 | -30.2 | -3.8 | 9.0 | 3.0 | 0.2
CC(C)c1nnc(NC(=O)CSc2ccccc2)s1 | 10.3 | 2.6 | 0.8 | 4.5 | 0.7 | 3.6 | -1.5 | -0.1 | -4.3 | 2.3
O=C(COC(=O)c1ccc(F)cc1Cl)NCc1ccco1 | 0.2 | 12.8 | 0.1 | -4.4 | -5.0 | 2.7 | 1.3 | 7.1 | -8.9 | 4.5
COc1ccc(F)cc1S(=O)(=O)n1cc(C)nc1-c1ccccc1 | 7.8 | 2.4 | 3.7 | 9.2 | -4.1 | -7.9 | -1.2 | -0.5 | -6.9 | 0.8
CN(C)C(=O)c1nc(C#N)c(N(C)C)o1 | -8.2 | 1.8 | -2.4 | 0.2 | 6.6 | -3.8 | -0.3 | 0.7 | 4.7 | 0.5
O=C1NC[C@H](Cc2ccccc2)N(CC2CCN(CCc3ccc(-c4ccccc4)cc3)CC2)C1=O | -0.3 | 4.2 | 6.1 | 0.0 | 1.3 | 12.0 | -1.3 | 0.6 | 4.4 | 4.2
COc1ccc(OC)c(NC(=O)Nc2nc(C(N)CCc3ccccc3)cs2)c1 (stereo unspecified) | x | -10.1 | 6.5 | -3.0 | 0.7 | 22.5 | 2.6 | 17.0 | -1.9 | 1.9
COc1ccccc1CN1CCN(Cc2ccc3ccccc3c2)CC1 | 7.0 | -1.7 | -16.9 | 1.0 | -2.0 | 17.2 | -1.9 | -0.9 | 1.1 | 3.3
Cc1ccc(NC(=S)NC(NC(=O)N(C)C)C(Cl)(Cl)Cl)cc1 (stereo unspecified) | -4.3 | 4.0 | 4.3 | 0.9 | -2.6 | 3.7 | -1.1 | 1.1 | -8.2 | -1.3
CCCCNC(=O)c1onc(CSc2ccccc2CC)c1C(=O)O | -7.0 | -0.8 | -5.4 | 1.8 | 2.5 | -13.3 | -0.6 | 33.1 | -5.0 | -0.9
